# Vif-APOBEC3G blk: qHTS for Inhibitors of Vif-A3G Interactions: qHTS; DNA dC->dU-editing enzyme APOBEC-3G (Homo sapiens), Q9HC16; HeLa A3G-eYFP + Vif (tagged APOBEC3G with the HIV-1 protein that degrades it), YFP fluorescence, overnight; Potency, µM (series often up to 46.1 µM), inactives show at the top dose activity, negative = active, hits mostly inhibitors; 410,000 tested, 0.076% active;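 note: potency is the fitted concentration of half-maximal effect; % is set by controls: 0 for no effect and ±100 for the full control effect; nearly all actives have a fitted effect of over 60% in size; hits raise eYFP signal because A3G escapes Vif-driven loss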
#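 HeLa cells stably expressing Vif and C-terminally eYFP-tagged A3G, seeded overnight at 37 deg C, then exposed to compound by pintool overnight at 37 deg C. Rise in yellow fluorescence (Ex 488/Em 500-530, Acumen) marks blocked Vif-driven A3G degradation.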
# RGS4 inhibitor: Inhibitors of Regulator of G Protein Signaling (RGS) 4: qHTS. Regulator of G-protein signaling 4 (Homo sapiens), P49798. Transcreener GDP fluorescence polarization, RGS4-accelerated GTP hydrolysis. Potency, µM (titrated, usually from 114 µM), for the others: top-dose activity change, negative = inhibition, hits mostly inhibitors. 390,000 tested, 0.039% active. AID 504845, 2011; note: potency is the fitted concentration of half-maximal effect; % is set by controls: 0 for no effect and ±100 for the full control effect; nearly all actives have a fitted effect of over 75% in size; some results filed as inactive show a strong effect at the top dose
# Target sequence (P49798 whole entry, looked up): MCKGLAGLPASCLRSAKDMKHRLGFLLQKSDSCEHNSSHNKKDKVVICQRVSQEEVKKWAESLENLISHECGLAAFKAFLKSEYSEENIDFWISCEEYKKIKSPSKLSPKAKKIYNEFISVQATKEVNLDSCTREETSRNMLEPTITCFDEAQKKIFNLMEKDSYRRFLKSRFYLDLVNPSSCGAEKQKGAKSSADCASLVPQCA
#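 MLSMR compounds (23 nl, pin-transferred) preincubated 10 min at room temperature with a 500nM (2x) first reagent, then RGS4 at 900nM (2x) plus Transcreener GDP mix added; fluorescence polarization (620/688 nm) read before and after 90 min at 30 °C.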
# LDHA block: qHTS assay for inhibitors of human lactate dehydrogenase | purified LDHA, NADH/diaphorase-resazurin fluorescence; hits give low values | 480,000 tested, 0.15% active | activity change, % (values are at about 110 or 230 µM) | L-lactate dehydrogenase A chain (Homo sapiens), P00338; in the data active = activity change below about -30%; inconclusive = mostly about -25% to -30%;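 note: plate controls were DMSO wells for no effect and wells without enzyme for full effect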
#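 Human LDH5 at 2 nM final in Tris HCl pH 7.4 with 0.06 mM NADH and 0.2 mM pyruvate, reacted 5 minutes at room temperature. Remaining NADH coupled via diaphorase/resazurin; resorufin fluorescence read at 0 and 20 minutes, normalized to enzyme-free and DMSO wells.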
# Glioma ERSR ind: qHTS for Inducers of the Endoplasmic Reticulum Stress Response (ERSR) in Human Glioma: qHTS | U87-MG GRP78 promoter luciferase reporter, 16 h | 420,000 tested, 0.02% active | Potency, µM, without a hit: at the highest dose activation, most hits filed as activators; note: potency is the fitted concentration of half-maximal effect; series mostly up to about 76 µM; % of control where 0% means no effect; nearly all actives have a fitted effect of over 35% in size
#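 Stably transfected U87-MG human glioma cells carrying a GRP78-based luminescent sensor were seeded at 1000 cells/well, pin-dosed with compounds and incubated 16 h. Luciferase reagent was then added, and end-point luminescence was read after 10 min at room temperature.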
# USP1-UAF1 inh: Inhibitors of USP1/UAF1: Primary Screen; Ubiquitin carboxyl-terminal hydrolase 1 (Homo sapiens), O94782; recombinant USP1/UAF1, Ub-Rhodamine cleavage fluorescence; Potency, µM (doses to about 57.1 µM), for inactives: at the top dose activity change, negative = inhibition, usual class: inhibitors; 390,000 tested, 0.23% active; note: potency is the fitted concentration of half-maximal effect; % is set by controls: 0 for no effect and ±100 for the full control effect; nearly all actives have a fitted effect of over 60% in size; inactives centre near -12
# Target sequence (O94782 whole entry, looked up): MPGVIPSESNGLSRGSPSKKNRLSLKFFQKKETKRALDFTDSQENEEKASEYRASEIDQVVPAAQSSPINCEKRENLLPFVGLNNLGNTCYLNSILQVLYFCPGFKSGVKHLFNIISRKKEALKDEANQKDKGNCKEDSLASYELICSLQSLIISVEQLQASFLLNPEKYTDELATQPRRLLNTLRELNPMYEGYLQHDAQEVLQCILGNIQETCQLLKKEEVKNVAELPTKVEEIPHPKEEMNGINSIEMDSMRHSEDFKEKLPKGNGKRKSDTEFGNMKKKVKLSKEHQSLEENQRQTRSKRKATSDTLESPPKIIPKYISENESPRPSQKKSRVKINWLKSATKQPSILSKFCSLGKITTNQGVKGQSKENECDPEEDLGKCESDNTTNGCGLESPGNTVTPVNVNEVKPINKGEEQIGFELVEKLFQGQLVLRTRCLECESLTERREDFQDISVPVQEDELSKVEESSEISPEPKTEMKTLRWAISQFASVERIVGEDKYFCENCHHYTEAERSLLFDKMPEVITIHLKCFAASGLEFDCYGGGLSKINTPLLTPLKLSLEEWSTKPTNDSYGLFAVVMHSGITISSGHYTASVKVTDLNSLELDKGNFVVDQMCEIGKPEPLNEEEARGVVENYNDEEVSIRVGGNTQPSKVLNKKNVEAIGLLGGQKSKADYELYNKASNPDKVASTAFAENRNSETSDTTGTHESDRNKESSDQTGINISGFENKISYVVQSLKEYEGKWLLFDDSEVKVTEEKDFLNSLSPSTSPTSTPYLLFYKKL
#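 Step one: compound is pinned into 1nM USP1/UAF1 in HEPES pH 7.8 buffer with TCEP. Step two: 15 min room-temperature incubation. Step three: Ub-Rho (150nM final) starts cleavage, tracked by fluorescence over six one-minute reads.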
# rTrxR1 inhibitor: qHTS Assay for Inhibitors of Mammalian Selenoprotein Thioredoxin Reductase 1 (TrxR1): qHTS. Thioredoxin reductase 1, cytoplasmic (Rattus norvegicus), O89049. recombinant rTrxR1, NADPH fluorescence consumption, selenite substrate. Potency, µM (series often up to 114 µM), inactives show at the highest dose activity change, negative = inhibition, most hits filed as inhibitors. 390,000 tested, 1% active. AID 588453, 2011; note: potency is the fitted concentration of half-maximal effect; % is set by controls: 0 for no effect and ±100 for the full control effect; nearly all actives have a fitted effect of over 65% in size
#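 Rat TrxR1 (90 nM in the dispensed reagent) was pre-reduced with 400 uM NADPH for 5 min at room temperature, then incubated with compound for 15 min. After 400 uM selenite was added, NADPH fluorescence (Ex 340/Em 450 nm) was followed for 8 min.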
# Vif-APOBEC3F blk: qHTS for Inhibitors of Vif-A3F Interactions: qHTS | HeLa A3F-eYFP + Vif (tagged APOBEC3F with the HIV-1 protein that degrades it), YFP fluorescence increase | Potency, µM (doses to about 46.1 µM), inactives show top-dose activity, negative = active | 390,000 tested, 0.2% active | AID 602313, 2012; note: potency is the fitted concentration of half-maximal effect; % of control where 0% means no effect; nearly all actives have a fitted effect of over 65% in size
#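 HeLa cells stably expressing A3F-eYFP plus Vif, plated and incubated overnight at 37 deg C, then exposed to compounds overnight at 37 deg C. Blocked degradation read as raised yellow fluorescence (Ex 488/Em 500-530).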
# mIDH1 inhibitor: qHTS for Inhibitors of mutant isocitrate dehydrogenase 1 (IDH1): qHTS; Potency, µM (titrated, usually from 76.6 µM), for inactives: at the highest dose activity change, negative = inhibition, most hits filed as inhibitors; 390,000 tested, 0.093% active; IDH1-R132H enzyme, NADPH consumption, diaphorase/resazurin fluorescence; note: potency is the fitted concentration of half-maximal effect; % is set by controls: 0 for no effect and ±100 for the full control effect; nearly all actives have a fitted effect of over 65% in size
#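 IDH1-R132H (0.5 ug/mL dispensed) in pH 7.5 Tris buffer was preincubated 30 min with compound, then given a substrate mix of 0.016 mM NADPH and 2 mM alpha-KG for 80 min at room temperature; remaining NADPH was read by diaphorase/resazurin fluorescence.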
# TrxR1 substrate: qHTS Assay for Substrates of Mammalian Selenoprotein Thioredoxin Reductase 1 (TrxR1): qHTS; AID 588456, 2011; Thioredoxin reductase 1, cytoplasmic (Rattus norvegicus), O89049; 390,000 tested, 0.01% active; Potency, µM (top dose mostly 114 µM), without a hit: at the highest dose activity change, negative = substrate turnover; purified TrxR1 substrate turnover, NADPH consumption readout; note: potency is the fitted concentration of half-maximal effect; % is set by controls: 0 for no effect and ±100 for the full control effect; nearly all actives have a fitted effect of over 50% in size
#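 Rat TrxR1, dispensed at 90 nM, was prereduced with 400 uM NADPH (final) for 5 min at ~22 deg C, then incubated with compound 15 min before 400 uM selenite. A first-read NADPH fluorescence drop versus no-compound background flagged substrates.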
# Starred values were filed as active, the others as inactive; ? = inconclusive; / = no result given; & = joins results of further samples; [ ] = dose if it differs, or a comment. Unless noted, calls come from the whole dose curve; as a rule, active = well fitted curve in the direction sought with a large enough effect; inconclusive = small, poorly fitted or top-dose-only effect, or another doubt; inactive = no such curve, though single readings can be large; an effect the other way counts as inactive or inconclusive. This is a subset, so the mix of outcomes need not match the whole.
SMILES,Vif-APOBEC3G blk,RGS4 inhibitor,LDHA block,Glioma ERSR ind,USP1-UAF1 inh,rTrxR1 inhibitor,Vif-APOBEC3F blk,mIDH1 inhibitor,TrxR1 substrate
Cn1c(=O)c2c(-c3ccccc3)n(-c3ccccc3S)cc2n(C)c1=O,1%,/,0,-2%,-18%,/,-6%,3%,/
COc1ccc(-c2coc3cc(O[C@@H]4O[C@H](CO)[C@@H](O)[C@H](O)[C@H]4O)c(OC)cc3c2=O)cc1,-2%,-3%,-1,0%,-17%,4%[57.1 µM],-1%,11%,3%
COc1cccc(-c2nnn(CC(C)=O)n2)c1,0%,3%,-4,-5%,-4%,3%,/,9%,-6%
COc1ccc(CNCc2ccncc2)c(OC)c1,-3%,-3%,-1,-1%,-5%,10%,0%,17%,4%
COc1cc(NC(=O)C2CCN(S(=O)(=O)c3ccc(Cl)cc3)CC2)ccc1-n1cnnn1,2%,4%,-5,-3%,-20%,15%,-2%,1%,7%
COc1ccc(/C=N/N(c2ccccc2)c2ccccc2)cc1O,-8%,-3%,0,-3%,-27%,17%,0%,4%,-1%
O=C(NNC(=O)c1ccc(-c2ccccc2)cc1)Nc1ccccc1,-12%,12%,-5,-4%,-7%,37%,3%,1%,8%
CCn1ccnc1CN(C)C(=O)c1cc(COc2ccc(Cl)cc2OC)on1,0%,27%,-2,8%,-4%,6%,-3%,8%,-2%
COc1cc(NC(=O)Cn2cc(C(=O)c3ccc(F)cc3)c(=O)c3ccc(C)nc32)cc(OC)c1,?,-11%,-7,-8%,-17%,10%,?,5%,-6%
O=c1oc2ccccc2c(NCCc2ccccc2)c1[N+](=O)[O-],0%,4%,-6,-9%,-3%,6%,1%,-6%,6%
Cc1c(NC(=O)c2noc(C(C)C)c2[N+](=O)[O-])c(=O)n(-c2ccccc2)n1C,4%,-2%,3,-4%,-3%,-2%,-8%,-4%,-2%
CC(C)c1ccc(OCC(=O)NC(Cc2c[nH]c3ccccc23)C(=O)O)cc1 (stereo not given),0%,-23%&9%,1&-5,-1%,-8%&-14%,4%[57.1 µM],-19%,5%,-9%[57.1 µM]
C=C(c1ccc2ccccc2n1)c1cccs1,5%,/,/,0%,/,-12%,/,/,-7%
COCCN(C(=O)CN1CCc2ccccc2C1)c1c(N)n(Cc2ccccc2)c(=O)[nH]c1=O,-1%,-20%,-4,-1%,-18%,4%,-1%,0%,-3%
CCCCc1ccc(/C(C)=N/NC(=O)C2CCCC2)cc1,-1%,8%,-1,-4%,-18%,-1%,-5%,0%,-2%
Nc1nc(CN2CCCCCC2)nc(Nc2ccccc2)n1,0%,-4%,-4,-3%,-3%,16µM*,8%,-6%,6%[57.1 µM]
COc1ccc(/C=C2\SC(=S)N(CCCC(=O)Nc3ccccn3)C2=O)cc1OC,-2%,-3%,-6,-12%,?,-33%,?,5%,-23%
CS(=O)Cc1cc(Oc2ccccc2)nc(-c2ccncc2)n1 (stereo not given),-1%,33%,-17,-2%,-6%,4%[57.1 µM],1%,-6%,2%[57.1 µM]
Cc1cc(C)cc(C(=O)Nc2ccc(-c3cn4cccnc4n3)cc2)c1,-13%,6%,3,19%,5%,10%,-8%,-5%,43%[activator]
O=C(NCc1ccncc1)C(=O)NCC1OCCN1S(=O)(=O)c1ccc(Br)cc1 (stereo not given),-7%,11%,-2,-3%,4%,-8%,-5%,14%,-10%
Cc1cccc(NC(=O)c2cc3c(=O)n4cccc(C)c4nc3s2)c1C,-23%,6%,-3,-2%,-16%,4%,-7%,-5%,-1%
Oc1c(N=NC(=S)Nc2ccccc2F)c2ccccc2n1Cc1ccccc1,2%,-21%,-4,-4%,-24%,-7%,-5%,3%,-7%
Fc1ccc(N2CN(Cc3cccnc3)CNC2=S)cc1,0%,-18%,2,-3%,-14%,9%[57.1 µM],8%,7%,4%[57.1 µM]
O=C(OCc1cn([C@@H]2CN(C(=O)C3CCCCC3)[C@@H](c3ccccc3)C[C@H]2O)nn1)c1ccccc1,-3%,/,-20,-1%,-11%,/,-8%,-6%,/
O=C(O)c1cccc(NC(CNS(=O)(=O)c2ccc(Cl)cc2)c2ccccc2)c1 (stereo not given),-2%,8%,-6,4%,-11%,16%[57.1 µM],11%,5%,7%[57.1 µM]
O=C(Nc1ccccc1Cl)C1C(c2ccccc2)C1(Cl)Cl (stereo not given),2%,-8%,3,-2%,-12%,57%[activator],9%,6%,14%[2.29 µM]
Cc1cc(C)c(NC(=O)Cn2c(=O)oc3cc(S(=O)(=O)N4CCCCCC4)ccc32)c(C)c1,/,-19%,0,/,-15%,-9%,/,/,-7%
COc1ccccc1CNC(=O)Cn1c(=O)ccc2cc(S(=O)(=O)N3CCCC3)ccc21,1%,-2%,3,-1%,-26%,4%[57.1 µM],1%,-8%,-7%[57.1 µM]
CN(CC(=O)O)S(=O)(=O)c1ccc2oc3ccccc3c2c1,-1%,27%,-7,-2%,-1%,5%,1%,0%,2%
CC(C)c1c(O)nc(SCC(=O)N2CCCCC2)[nH]c1=O,3%,-4%,-1,-1%,-11%,21%,-1%,9%,3%
Cc1ccc(C)c2[nH]c(=O)c(CCNS(=O)(=O)c3ccccc3)cc12,2%,-2%,-4,-5%,-7%,13%,0%,-4%,6%
COc1ccc(/C=C/C(=O)Nc2nnc(C(C)C)s2)cc1OC,0%,-13%,-2,-1%,-24%,18%,-17%,2%,1%
COc1ccc(NC(=O)CCN2CCN(C/C=C/c3ccccc3)CC2)cc1,5%,5%,1,-4%,-9%,18%,3%,-11%,-3%
CCn1nnc2c(N3CCCC3)ncnc21,/,?,0,/,/,-4%,/,/,6%
Nc1nc(N)c(-c2ccccc2)s1,1%,/,-3,-3%&0%,/,-9%,/,/,-3%
Cc1cccc(-c2noc(CN(C(=O)c3c(-c4ccccc4Cl)noc3C)C(C)C)n2)c1,5%,-27%,0,-1%,-26%,24%,4%,10%,0%
CC1(C)CC(=O)/C(=N/Nc2ccc(Cl)cc2)CO1,-10%,-5%,0,2%,-21%,7%,-1%,5%,-2%
NNC(=O)Cn1nc(-c2ccccc2)c2ccccc2c1=O,2%,-48%,-7,-4%,-16%,12%,5%,0%,4%
COc1cccc(C(=O)OCC(=O)Nc2sc3c(c2C(N)=O)CCC3)c1O,-1%,-37%,-1,-4%,-20%,-10%,-1%,2%,-4%
CC1(C)CC(=O)C=C(c2ccc(-c3cnc4ccccc4c3)cc2)C1=O,1%,/,-4,-6%,-31%,/,0%,0%,/
CCC(=O)Nc1ccc(NC(=O)c2c(C)nc3ccccn23)cc1,1%,-10%,1,-1%,-21%,6%,-5%,-2%,-1%
Cc1ccc(OS(=O)(=O)c2ccc(-c3csc(C)n3)s2)c(C)c1,-20%,-41%,1,-2%,-15%,22%[57.1 µM],-15%,1%,-4%[57.1 µM]
CCOC(=O)CN1C2=NCCCN2c2ccccc21,10%,-26%,-7,-3%,-7%,30%[57.1 µM],3%,2%,-17%[57.1 µM]
CCN(C(=S)Nc1ccc(OC(F)F)cc1)C1CCCCC1,2%,-10%,-4,-1%,-15%,4%[57.1 µM],8%,5%,12%[57.1 µM]
COc1ccc(NC(=O)CSc2nc(N)c(C(=O)Nc3ccc(N(C)C)cc3)s2)cc1,-1%,-31%,-4,-2%,-11%,13%[57.1 µM],0%,-3%,-4%
CCOc1ccc2c(=O)c(Oc3ccccc3)c(C)oc2c1,5%,28%,1&-3,0%,-3%,-9%,-1%,4%,-13%
O=C(CSc1nnc(Nc2ccccc2F)s1)Nc1cccc(S(=O)(=O)N2CCCCC2)c1,0%,-30%,-4,2%,-8%,-13%[57.1 µM],4%,-5%,-6%[57.1 µM]
COc1ccc(C2CC(c3ccccc3)=NN2C(=O)COC(=O)c2ccc(Cl)nc2)cc1 (stereo not given),-4%,11%,-3,7%,-5%,16%,-17%,-4%,2%
COc1ccc(-c2csc3ncnc(N4CCN(c5cccc(Cl)c5)CC4)c23)cc1,-27%,-29%,-6,-2%,-25%,9%,1%,0%,4%
Cc1ccc(C(C)C)c(OCC(=O)N2CCN(c3ncccn3)CC2)c1,-11%,-33%,-4&-2,4%,1%,20%,5%,14%,3%
Cc1nc2scc(-c3cccs3)c2c(=O)n1-n1cccc1,-1%,-12%,-5,-4%,-15%,-10%,-6%,4%,-3%

# Compound activity deposited in PubChem BioAssay by National Center for Advancing Translational Sciences (NCATS).
